Assay outcomes as filed in PubChem BioAssay.
ERb SRC1 inh: ER-beta (human) coactivator binding inhibition | Q92731 | TR-FRET ER-beta LBD / SRC1-Cy5 peptide binding; receptor agonist-loaded with 1 µM estradiol | inhibition, % at 25.6 µM | 86,000 tested, 1.3% active;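 active = compounds whose percent inhibition of the receptor-coactivator binding signal exceeds about 50% in the single-dose screen, limit read from the data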;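 also: 0% = receptor plus peptide wells without compound and 100% = peptide-only wells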
Target sequence (Q92731 whole entry, looked up, the tested form may be a part): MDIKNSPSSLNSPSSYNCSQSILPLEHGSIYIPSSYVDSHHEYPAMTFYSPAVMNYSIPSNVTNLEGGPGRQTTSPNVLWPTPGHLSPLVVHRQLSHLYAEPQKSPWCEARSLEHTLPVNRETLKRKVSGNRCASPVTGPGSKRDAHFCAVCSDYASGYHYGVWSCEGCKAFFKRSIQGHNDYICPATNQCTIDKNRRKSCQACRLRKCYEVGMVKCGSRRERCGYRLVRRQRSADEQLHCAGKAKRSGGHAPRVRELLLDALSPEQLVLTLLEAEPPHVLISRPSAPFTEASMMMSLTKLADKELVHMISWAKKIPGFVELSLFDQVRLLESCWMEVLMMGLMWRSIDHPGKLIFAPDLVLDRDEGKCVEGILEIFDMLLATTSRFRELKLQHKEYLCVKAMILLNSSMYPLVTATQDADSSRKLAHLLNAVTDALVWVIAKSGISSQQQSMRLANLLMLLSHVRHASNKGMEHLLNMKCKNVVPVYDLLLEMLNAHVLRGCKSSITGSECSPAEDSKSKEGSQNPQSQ
cytoskel mod: alters cytoskeleton assembly in HUVEC cells; HUVEC TNFa F-actin phalloidin imaging, high content; inhibition, % at 2 µM; 91,000 tested, 0.18% active; AID 836;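 active = inhibition above the batch mean plus 3 SD and confirmed as a hit by visual image inspection, cut at about 30% in these data, passing the limit was not always enough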; also: strong numbers were not always called active
sEH inh: blocks human soluble epoxide hydrolase activity. P34913. recombinant human sEH enzymatic activity assay. inhibition, % at 2 µM. 91,000 tested, 0.34% active. AID 707; in the data active = inhibition above about 80%; also: values of inactives mirror those of a sister screen read the other way; many of its hits are not listed in these tables
TNFa cytotox: HUVEC cytotoxicity counter-screen, TNF alpha stimulated | 93,000 tested, 0.17% active | HUVEC TNFalpha-stimulated, Hoechst cell count, imaging | AID 848 | cell count reduction, % at 2 µM;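 active = cell count reduction exceeding the screen mean by over 5 SD, scaled to untreated wells per plate, cut at about 78% in these data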;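 also: cells counted after 24 h of TNF alpha exposure following the 1 h pretreatment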
sEH activator: increases human soluble epoxide hydrolase activity; P34913; purified human sEH enzymatic activity, activator screen; activation, % at 2 µM; 91,000 tested, 0.04% active; AID 717; in the data active = activation above about 37%; also: values of inactives mirror those of a sister screen read the other way
Smad3 inh: inhibitors of human Smad3 transcription factor binding | P84022 | TR-FRET Smad3/Dy647-FoxH1 peptide binding, europium anti-His | inhibition, % at 25 µM | 88,000 tested, 0.29% active | AID 630;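 active = compounds that reduce the energy-transfer binding signal between the protein and its labelled peptide by more than half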;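 also: 0% = Smad3 plus labelled peptide maximal FRET and 100% = peptide-only background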
Target sequence (P84022 whole entry, looked up): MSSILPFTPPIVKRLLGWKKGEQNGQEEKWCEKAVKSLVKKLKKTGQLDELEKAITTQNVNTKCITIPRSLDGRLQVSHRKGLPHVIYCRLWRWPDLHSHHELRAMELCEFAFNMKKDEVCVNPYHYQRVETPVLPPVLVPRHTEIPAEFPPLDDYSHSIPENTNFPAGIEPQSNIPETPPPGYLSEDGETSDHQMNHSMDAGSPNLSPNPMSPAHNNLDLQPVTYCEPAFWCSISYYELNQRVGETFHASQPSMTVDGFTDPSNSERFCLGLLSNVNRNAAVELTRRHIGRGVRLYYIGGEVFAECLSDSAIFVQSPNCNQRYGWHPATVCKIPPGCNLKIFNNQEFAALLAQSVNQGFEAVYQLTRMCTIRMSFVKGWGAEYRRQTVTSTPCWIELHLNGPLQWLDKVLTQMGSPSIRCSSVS
VCAM1 TNFa inh: reduces TNF alpha induced VCAM1 expression in HUVEC. inhibition, % at 2 µM. 95,000 tested, 0.48% active. HUVEC TNFa-induced VCAM-1 immunofluorescence, high-content imaging;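 active = inhibition above the batch mean plus 3 SD, with images confirmed as a hit by eye, cut at about 37% in these data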;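 also: 0% = TNF-stimulated DMSO wells and 100% = unstimulated control wells; not every result past the cut was called active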
Calb biofilm kill: kills Candida albicans biofilms | C. albicans biofilm + clotrimazole, Alamar Blue | inhibition, % at 6 µM | 85,000 tested, 0.14% active;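 active = inhibition above 20%; inactive = inhibition below 20%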;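 also: preformed 24 hr biofilms exposed to compound for 48 hr; 0% = biofilm without compound and 100% = blank killed by clotrimazole plus chlorhexidine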
HUVEC tox IL1B: HUVEC cytotoxicity counter-screen, IL-1B stimulated. HUVEC cell count loss, Hoechst imaging. cell count reduction, % at 2 µM. 94,000 tested, 0.41% active. AID 845;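 active = cell count reduction more than 3 SD above the screen-wide mean, cut at about 70% in these data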;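 also: normalized per plate to untreated control cells as the no-loss baseline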
* = called active by the depositor; x = no result given; [ ] = another dose, or the depositor's remark. A portion of the library (hit frequency here may not be typical).

structure	ERb SRC1 inh	TNFa cytotox	HUVEC tox IL1B	sEH inh	Smad3 inh	cytoskel mod	VCAM1 TNFa inh	sEH activator	Calb biofilm kill
CN(C)CCCN1C(=O)c2oc3ccc(Cl)cc3c(=O)c2C1c1cccnc1 (stereo unspecified)	4	-4	-1	2	-3	7	5	-2	-8
COC(=O)c1ccc(C(C(=O)NCc2ccccc2)N(Cc2ccco2)C(=O)c2cnccn2)cc1 (stereo unspecified)	x	11	12	-15	x	-20	-26	14	x
CCOCCCNC(=O)c1ccccc1SCC	-5	-8	-12	9	-4	10	30	-6	0
COc1ccccc1NC(=O)c1cccs1	x	-14	-6	8	x	-12	-4	-5	x
Cc1ccc2c(CC(=O)NCc3ccc4c(c3)OCO4)coc2c1	11	-6	10	28	-12	0	9	-29	5
O=C(NCCO)C(F)(F)C(F)(F)C(F)(F)OC(F)(C(=O)NCCO)C(F)(F)F (stereo unspecified)	-8	-16	4	5	-14	2	20	-2	6
COc1cccc(CNc2nc3nc(C)cc(=O)n3[nH]2)c1	x	2	14	-2	x	23	4	2	x
O=S(=O)(CCn1cccc1)CCn1cccc1	-9	7	-8	0	-7	5	33	-3	2
CCc1nnc(NC(=O)CSc2nnc(C)n2Cc2ccccc2)s1	-4	3	1	5	12	12	3	-5	3
O=C(COC(=O)CCC1CCCCC1)Nc1ccc(OC(F)F)cc1	x	-7	-9	31	x	0	-32	-32	x
O=S(=O)(NCCSCc1c(Cl)cccc1Cl)c1ccc2c(c1)OCCO2	x	30	-23	5	x	-6	0	-6	x
COc1ccc(Cl)cc1Nc1nc(-c2sc(NC(=O)c3ccco3)nc2C)cs1	x	6	-18	10	x	-17	-8	-4	x
Cc1cccc(-n2c(-c3ccco3)nc3nc4ccccc4nc32)c1	x	0	4	-3	x	2	-1	0	x
O=C(Nc1ncc2c(n1)CC(c1ccco1)CC2=O)c1ccccc1 (stereo unspecified)	6	-14	13	-3	0	-14	13	1	0
CCOc1ccccc1Nc1nnc(Cc2ccccc2Cl)c(=O)[nH]1	-1[fluorescence artefact?]	-2	-5	6	7	-20	-15	-8	4
CCOc1ccccc1CNC(=O)C1CCN(C(=O)c2sccc2-n2cccc2)CC1	x	0	10	77	x	-48	-14	-77	x
Cn1ncc2nc[nH]c(=O)c21	6[fluorescence artefact?]	-12	-25	x	-3	-4	16	x	8
CCOC(=O)CSc1nc2sc(C)c(C)c2c(=O)n1C	-6	-3	-16	-17	6	8	14	12	6
COc1ccc(C(=O)CSc2nnc(-c3cnccn3)n2Cc2ccco2)cc1	9	-2	9	-21	-19	0	-2	20	-4
Cc1cc(-n2nc(C)cc2C)n2ncc(-c3ccccc3)c2n1	2	-5	-3	0	-11	-11	-4	1	9
COC(=O)c1cccnc1SCc1ccccc1	-8	-20	-4	-1	5	6	-4	1	5
O=C(Nc1ccc(F)cc1)c1cc(S(=O)(=O)Nc2ccc(F)cc2)cs1	x	5	15	8	x	18	-1	-6	x
Cc1[nH]c(=O)[nH]c(=O)c1CSc1nnc([C@H](CC(C)C)NC(=O)OC(C)(C)C)o1	2[fluorescence artefact?]	-26	-12	-16	-9	11	4	14	5
COc1cc(/C=N/NC(=O)c2cccnc2)ccc1OC(=O)c1ccco1	x	14	2	-3	x	-31	14	0	x
O=C(CN(CC1CCCO1)S(=O)(=O)c1ccc(S(=O)(=O)NCC2CCCO2)cc1)Nc1ccccc1 (stereo unspecified)	2	-12	-3	-2	6	2	1	3	3
COc1ccc(C)cc1NC(=O)CSc1nnc(COc2ccc(Cl)cc2)n1Cc1ccco1	13[fluorescence artefact?]	-22	-31	5	-1	-9	7	-5	11
COc1ccc(N2C(=O)CCC(C(=O)N3CCOCC3)C2c2ccc(F)cc2)cc1 (stereo unspecified)	x	x	-11	-24	x	-4	-32	22	x
O=C(NC1CCCC1)c1cccc(S(=O)(=O)N2CCCCC2)c1	11	-10	-46	33	2	16	-2	-31	7
Cc1onc(-c2ccccc2Cl)c1C(=O)Nc1ccc(S(=O)(=O)NCC2CCCO2)cc1 (stereo unspecified)	-3	-3	-22	-5	-3	0	-12	3	0
O=S(=O)(c1cccc(C(F)(F)F)c1)N1CCC(O)(c2cccnc2)CC1	-9	-16	-11	-26	-10	-2	13	26	-1
O=C(/C=C/c1ccc(Cl)cc1Cl)c1nc2ccccc2[nH]1	x	-3	-3	3	x	22	0	0	x
COc1ccccc1OCCn1c(=O)sc2ccccc21	-2	1	17	-1	-1	-2	18	2	-7
Cn1c(=O)cc(SCC(=O)N2CCOCC2)c2ccc(Cl)cc21	-1	-27	2	5	48[fluorescence artefact?]	15	-5	-6	6
N/C(=N\OC(=O)c1ccc(F)cc1)c1ccccc1	x	-18	-4	2	x	6	0	2	x
CCOC(=O)c1cnc(-c2ccccc2)[nH]c1=O	1	-10	-10	-11	-7	-4	-10	10	0
CC(=O)Nc1cc(C(=O)N2CCN(C)CC2)ccc1S(=O)(=O)c1ccc(C)cc1	-5	16	-29	-9	-12	-17	-2	6	-2
Cc1cc2c(=O)n(C)c(SCC(=O)c3cc4ccccc4o3)nc2s1	4	-6	9	-9	-3	-4	6	12	4
C=CCc1c(C)c(C#N)c2nc3ccccc3n2c1NCCN(C)C	4	-1	-20	7	6	-6	6	-7	6
COc1ccc(Cn2nnnc2C(c2ccc(F)cc2)N2CCN(C3CCCC3)CC2)cc1 (stereo unspecified)	6	-6	-33	4	2	-23	-10	0	6
COc1cc2c(cc1OC)CN(C(=O)CSc1nc3[nH]ncc3c(=O)n1-c1ccccc1)CC2	4	-3	-15	11	12	3	4	-12	-4
O=C1c2ccccc2C(=O)N1CC(=O)N1c2ccccc2CCc2ccccc21	x	9	-25	2	x	-21	-10	0	x
Nc1nc(CN2CCCCCC2)nc(Nc2ccccc2)n1	-5	-8	-10	-4	-4	-11	10	8	7
CCCCCn1c(Sc2ccccc2)nc2c1c(=O)[nH]c(=O)n2C	-7	-39	8	x	7	11	17	x	4
CCOc1ccc2nc(N3CCCCCC3)sc2c1	-1[fluorescence artefact?]	x	x	-6	8	x	x	6	2
CCCCNC(=O)c1onc(CSc2cccc(Cl)c2)c1C(=O)O	x	-36	-9	12	x	2	12	-7	x
O=C(Nc1ccc2c(c1)OCCO2)c1ccc(NC(=O)C2CCCO2)cc1 (stereo unspecified)	x	-8	-16	x	x	-7	17	x	x
C=CCNC(=O)c1ccc(C(=O)c2ccccc2)cc1	1	-17	5	1	12	2	-41	0	2
CC(C)(C)C(=O)c1sc2nc(-c3cccs3)cc(C(F)(F)F)c2c1N	x	-13	-23	-2	x	11	-4	1	x
COc1ccccc1N1CCN(C2=NS(=O)(=O)c3ccccc32)CC1	-28	x	-34	3	11[fluorescence artefact?]	4	15	2	7
O=C(COc1ccc(Cl)cc1Cl)NCc1ccco1	3	10	-38	-3	-15	12	-20	2	6

Next results:
structure	ERb SRC1 inh	TNFa cytotox	HUVEC tox IL1B	sEH inh	Smad3 inh	cytoskel mod	VCAM1 TNFa inh	sEH activator	Calb biofilm kill
CCC1(c2ccccc2)NC(=O)N(CC(=O)Nc2cccc(C#N)c2)C1=O (stereo unspecified)	-4	-17	-9	x	4	8	-19	x	6
O=c1[nH]c2ccccc2c(=O)n1CCCO	3[fluorescence artefact?]	-40	6	12	4	x	-6	-12	0
COc1ccc(C2CC(=O)C(C=NCCN3CCN(C(C)=O)CC3)=C(O)C2)cc1 (stereo unspecified)	-10	-5	0	-5	2[fluorescence artefact?]	12	10	5	7
Cc1cc(Cl)ccc1OCC(=O)N1C(C)CCCC1C (stereo unspecified)	-11	x	-44	3	-9	x	x	2	3
COc1ccc(/C=C/c2c([N+](=O)[O-])c(=O)n(C)c(=O)n2C)cc1O	27	x	7	-12	7	13	16	15	1
O=S(=O)(c1ccc(S(=O)(=O)n2cnc3ccccc32)cc1)N1CCCCCC1	5	-26	-6	-15	4	4	7	15	10
COc1ccc(C(=O)/C=C/Nc2cccc(O)c2)cc1	-4	-13	-5	3	17[fluorescence artefact?]	-2	-4	-4	5
CCc1cccc(C)c1N(C(=O)Cn1c(CO)nc2ccccc21)C(C)COC (stereo unspecified)	-9	-2	-8	-8	-4	-33	24	9	2
COc1ccc2c(C)cc(=O)oc2c1C	-5	-12	5	-11	10	12	-4	10	7
CCc1cccc(CC)c1-n1c(SCn2nnc3ccccc3c2=O)nnc1-c1cccnc1	x	-32	-26	8	x	14	0	-8	x
O=C(CC1SCCNC1=O)Nc1cccc(C(F)(F)F)c1 (stereo unspecified)	-11[fluorescence artefact?]	-14	-7	1	-1	-5	6	1	1
O=C(OCC(=O)N1CCOCC1)c1ccccc1SCC(=O)N1CCCC1	4	0	-19	9	5	-12	-1	-9	3
O=S(=O)(N1CCOCC1)n1nnc2ccccc21	-6	x	4	-13	2	x	x	12	3
C=CCNc1nc2c(c(=O)n(C)c(=O)n2C)n1Cc1ccc(F)cc1	-2	27	6	-3	9	-12	15	1	14
Cc1noc(C)c1S(=O)(=O)N1CCC(C(=O)Nc2ccc(OC(F)(F)F)cc2)CC1	3	-12	0	46	-9	14	12	-45	3
O=C(CSc1nc2c(c(C(F)(F)F)n1)CCc1ccccc1-2)NCc1ccccc1	-1[fluorescence artefact?]	-22	10	5	-14[fluorescence artefact?]	15	-27	0	7
Cc1ccc2nc(NC(=O)COC(=O)c3ccc(Br)o3)sc2c1	32	-10	27	5	0	-12	8	-5	-2
Cc1cccc2nc(CSCc3ccco3)cn12	31	6	2	x	4	-6	2	x	4
COc1cccc(-c2nnc(-c3ccc(C(F)(F)F)cc3)o2)c1OC	-2	8	9	-9	-9	-2	-11	8	-3
Cc1nc2nc(-c3ccccc3)[nH]n2c(=O)c1Cc1ccccc1	-3	-2	19	6	11	5	4	0	x
CN(C)CCCNc1oc(-c2cccc(Cl)c2)nc1C#N	-5[fluorescence artefact?]	-18	-53	6	3	13	2	-3	1
CCOc1cc(C(=O)N(C)Cc2cc3cc(OC)ccc3[nH]c2=O)cc(OCC)c1OCC	-5[fluorescence artefact?]	x	-3	-14	-1	x	x	12	0
O=C(Nc1cc(N2CCOCC2)ncn1)c1ccccc1	-2	2	6	-14	8	-28	-11	13	6
CCN(CC)C(=O)COc1ccc2oc(C)c(C(=O)OC)c2c1	2	-16	-4	-3	0	-10	32	3	4
O=C(NCCCN1CCOCC1)c1cc2c(s1)CCC2	x	-12	4	8	x	-5	11	-5	x
COc1ccc(N=C2S/C(=C\c3ccco3)C(=O)N2CC(C)C)cc1	x	-3	28	-5	x	1	-8	8	x
CC(=O)Nc1ccc(S(=O)(=O)NCCNC(=O)c2ccccc2F)cc1	11	9	2	8	-3	9	27	-11	7
O=C(COc1ccc(Cl)cc1)NCc1nnc(SCC(=O)NCCc2ccccc2)o1	20	1	26	16	-4	3	27	-16	7
C=CCNc1nc(Nc2ccc(OC)cc2)nc(OC)n1	-17	-23	-102	11	0	10	-5	-13	2
CCCn1nnc(NC(=O)c2ccc(OCC)c(Cl)c2)n1	4	-12	-2	21	-15	-18	1	-16	7
O=C(c1ccccc1S(=O)(=O)NCC(O)COc1ccc([N+](=O)[O-])cc1)N1CCCCC1 (stereo unspecified)	-7	-24	-3	x	7	-3	2	x	3
